Assay outcomes as filed in PubChem.
Eya2 inh = Eya2 (human) phosphatase inhibition; Potency, µM (top dose mostly 76.9 µM), inactives show at the top dose activity, negative = inhibition, most hits filed as inhibitors; recombinant Eya2, OMFP fluorescence dephosphorylation (OMFP is methylfluorescein phosphate); O00167; actives 0.006% (n = 330,000); also: potency is read from the fitted curve at half-maximal effect; % is scaled to controls: 0 for no effect and ±100 for the full control effect
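Eya2 (0.2 uM) preincubated 10 min at ambient with compound, then OMFP substrate added at 50 uM; 10 min reaction in 50 mM HEPES pH 7.5, 50 mM NaCl, 5 uM MgCl2, 0.05% BSA, 1 mM DTT. Fluorescence read at Ex 485/Em 525 nm.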
hERG WT inh = KCNH2 (human, wildtype) channel inhibition. actives 0.37% (n = 340,000). U2OS, BacMam KCNH2, thallium flux FluxOr; active compounds read low. Q12809. activity change, % at 1.84 µM;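 active = maximum activity change below -70%; inconclusive = maximum activity change between -70% and -50%; inactive = maximum activity change above -50%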; also: % is scaled to controls: 0 for no effect and ±100 for the full control effect
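U2OS cells transduced with wild-type KCNH2 virus are loaded with FluxOr dye for 45 min, and thallium flux is measured in kinetic reads before and after stimulation buffer. Rate constants are normalized to DMSO controls.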
PKM2 activator = activators of human pyruvate kinase M2; Potency, µM (doses to about 57.5 µM), inactives show top-dose activation, actives largely listed as activators; actives 0.34% (n = 260,000); P14618; purified PKM2, Kinase-Glo ATP luminescence, activation; response scale: 0% is enzyme alone, no compound; also: potency is read from the fitted curve at half-maximal effect; % is scaled to controls: 0 for no effect and ±100 for the full control effect; nearly all actives have a fitted effect of over 55% in size
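ATP formation by purified human PK-M2, quantified via coupled luciferase luminescence after 1 h at room temperature with 0.1 mM ADP and 0.5 mM PEP final.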
GALK inh = galactokinase (human) inhibition | P51570 | Purified GALK, Kinase-Glo residual ATP luminescence | Potency, µM (series often up to 57.5 µM), for the others: at the top dose activity change, negative = inhibition, actives largely listed as inhibitors | actives 0.007% (n = 270,000) | AID 1868; also: potency is read from the fitted curve at half-maximal effect; % is scaled to controls: 0 for no effect and ±100 for the full control effect
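5 nM enzyme, 35 uM ATP, 100 uM galactose, 20 mM HEPES pH8.0, 5 mM MgCl2; 1 h RT; residual ATP by Kinase-Glo Plus luminescence, qHTS format.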
TSHR antagonist = blocks TSH signaling through the human TSH receptor. P16473. TSHR-expressing cells, TSH-stimulated cAMP HTRF, 2 h; active compounds read low. activity change, negative = inhibition, % at 11.5 µM. actives 0.2% (n = 330,000). AID 504810;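 active = activity change below a set negative limit, meaning inhibition stronger than a set level, cut at about -70% in these data; inconclusive = activity change between two set negative limits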; also: % is scaled to controls: 0 for no effect and ±100 for the full control effect
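Antagonism was scored as loss of TSH-driven cAMP in TSHR cells, stimulated with 4nM TSH (EC80) for 2 hours at 37 deg C and detected by homogeneous HTRF competition immunoassay.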
Mito fusion yeast = blocks mitochondrial division or promotes mitochondrial fusion. S. cerevisiae fusion-defective mutant growth rescue, CellTiterGlo 48 h. Potency, µM (highest dose often 46.1 µM), for the others: at the top dose growth rescue (activation), actives largely listed as activators. actives 0.23% (n = 320,000). AID 485298;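 also: potency is read from the fitted curve at half-maximal effect; % of control where 0% means no effect; nearly all actives have a fitted effect of over 45% in size; temperature-sensitive fusion mutants such as fzo1-1 at 37 °C on non-fermentable ethanol glycerol medium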
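Temperature-sensitive fusion-defective S. cerevisiae (e.g. fzo1-1, mgm1-5) were grown with compound in YPEG medium (3% ethanol, 3% glycerol) for 48 hours at 37C. Growth rescue was measured as viability by CellTiterGlo luminescence after 10 minutes at ambient.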
MBNL1 CUG block = blocks human MBNL1 binding to CUG repeat RNA | Potency, µM (highest dose often 57.5 µM), without a hit: at the highest dose activity change, negative = inhibition, hits mostly inhibitors | TR-FRET MBNL1-His/biotin-(CUG)12 binding, 665/545 ratio | Q9NR56 | actives 0.036% (n = 280,000); active = well fitted inhibition curve with a large enough effect in the signal ratio, with a control signal flat, not every such curve was filed as active; inconclusive = small, poorly fitted or top-dose-only effect, or effect the other way, or a change in a side signal; inactive = no such curve, though single readings can be large or run the other way; the % refers to the signal ratio; also: potency is read from the fitted curve at half-maximal effect; % is scaled to controls: 0 for no effect and ±100 for the full control effect
Target sequence (Q9NR56 whole entry, looked up): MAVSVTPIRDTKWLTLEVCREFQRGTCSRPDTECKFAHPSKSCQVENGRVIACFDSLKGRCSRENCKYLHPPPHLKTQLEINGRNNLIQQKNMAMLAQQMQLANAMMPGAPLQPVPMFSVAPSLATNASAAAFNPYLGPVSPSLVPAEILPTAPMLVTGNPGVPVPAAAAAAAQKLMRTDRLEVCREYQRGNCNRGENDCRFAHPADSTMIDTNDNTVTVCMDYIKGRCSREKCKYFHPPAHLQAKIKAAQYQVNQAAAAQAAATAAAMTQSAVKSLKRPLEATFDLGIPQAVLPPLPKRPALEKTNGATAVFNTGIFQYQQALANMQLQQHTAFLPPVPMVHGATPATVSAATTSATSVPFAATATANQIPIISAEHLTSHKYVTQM
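MBNL1-His + Biotin-(CUG)12, cpd titration 92 nM–58 uM; Tb anti-His Ab 0.055 ng/ul, SA-XL665 5 nM (final); 60 min RT; ratiometric 665/545 nm, Ex 340 nm; normalized to buffer and full-complex controls.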
S-ASM inh = human S-ASM enzyme inhibition; Potency, µM (doses to about 57.5 µM), for inactives: top-dose activity change, negative = inhibition, usual class: inhibitors; actives 0.006% (n = 340,000); placental ASM, HMU-PC fluorogenic substrate, 60 min; also: potency is read from the fitted curve at half-maximal effect
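Steps: dispense placental human ASM, pin compound, wait 10 min at room temperature, add HMU-PC0 substrate at 9 uM final, incubate 60 min at 37 °C, add stop solution raising pH to 10, read fluorescence.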
USP2a inh = USP2a (human) protease inhibition; O75604; USP2 core, Ub-CHOP2 coupled fluorogenic reporter, 485/531; Potency, µM (series often up to 38.3 µM), without a hit: at the highest dose activity change, negative = inhibition, usual class: inhibitors; actives 0.01% (n = 330,000);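 also: potency is read from the fitted curve at half-maximal effect; plate controls were DMSO wells for no effect and full inhibition by NEM control for full effect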
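Deubiquitinase activity read as fluorescence (485/531 nm) after Ub-CHOP2 cleavage activates the enterokinase reporter on its substrate; USP2 core 10nM, Ub-CHOP2 and substrate 25nM each, 30min compound preincubation then 60min RT; data normalized to NEM, curves fitted.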
Chronic BCR inh = chronic active BCR signaling inhibition; actives 0.05% (n = 340,000); ABC-DLBCL IkBa-CBG/CBR reporter, luminescence ratio, 4 h; Potency, µM (top dose mostly 46.1 µM), inactives show top-dose ratio change, negative = lower green/red ratio, usual class: inhibitors; active = well fitted inhibition curve with a large enough effect in the signal ratio, with a control signal flat, not every such curve was filed as active; inconclusive = small, poorly fitted or top-dose-only effect, or effect the other way, or a change in a side signal; the % refers to the signal ratio;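 also: potency is read from the fitted curve at half-maximal effect; plate controls were basal doxycycline-induced cells for no effect and cells given 10 µM MG132 for full effect; MG132 reads +100%, hits lower the ratio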
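Cell line TMD8 (human ABC DLBCL), stably expressing tet-inducible CBG68-IkBa fusion and CBR; IMDM/0.5% FBS; cpd up to 46 uM; dox induction, 4 h, 37C/5% CO2; dual luminescence; green/red ratio; MG132 control.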
Menin MLL FP TR = displaces Texas Red mutant MLL peptide from human menin; O00255; Menin + Texas Red MLL mutant peptide, fluorescence polarization; Potency, µM (series often up to 61.6 µM), for the others: top-dose FP activity change, negative = inhibition, actives largely listed as inhibitors; actives 0.23% (n = 270,000); active = well fitted inhibition curve with a large enough effect in the polarisation, with a control signal flat, not every such curve was filed as active; inconclusive = small, poorly fitted or top-dose-only effect, or effect the other way, or a change in a side signal; inactive = no such curve, though single readings can be large or run the other way; the % refers to the polarisation; also: potency is read from the fitted curve at half-maximal effect; % of control where 0% means no effect; many of its hits are not listed in these tables
Target sequence (O00255 whole entry, looked up): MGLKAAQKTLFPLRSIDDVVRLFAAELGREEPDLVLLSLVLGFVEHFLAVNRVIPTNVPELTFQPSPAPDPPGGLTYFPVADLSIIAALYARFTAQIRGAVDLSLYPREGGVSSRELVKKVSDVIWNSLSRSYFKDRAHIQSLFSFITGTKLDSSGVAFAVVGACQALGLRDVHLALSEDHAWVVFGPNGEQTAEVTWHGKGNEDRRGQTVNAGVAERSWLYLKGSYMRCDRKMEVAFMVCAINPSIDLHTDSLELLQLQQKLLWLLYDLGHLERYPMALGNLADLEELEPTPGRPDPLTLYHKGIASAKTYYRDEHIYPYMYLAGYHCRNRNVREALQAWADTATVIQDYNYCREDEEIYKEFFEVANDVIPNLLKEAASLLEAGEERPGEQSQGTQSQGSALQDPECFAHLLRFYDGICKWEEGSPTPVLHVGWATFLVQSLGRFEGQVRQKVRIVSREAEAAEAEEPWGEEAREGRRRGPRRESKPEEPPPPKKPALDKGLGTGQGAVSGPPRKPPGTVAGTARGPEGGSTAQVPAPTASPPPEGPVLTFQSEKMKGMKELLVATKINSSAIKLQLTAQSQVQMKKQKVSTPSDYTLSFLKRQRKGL
Active calls of the source: *; i = inactive; ? = inconclusive; · = no result given; [ ] = dose if it differs, or a comment. Unless noted, calls follow the shape of the dose curve; as a rule, active = well fitted curve in the direction sought with a large enough effect; inconclusive = small, poorly fitted or top-dose-only effect, or another doubt; inactive = no such curve, though single readings can be large; an effect the other way counts as inactive or inconclusive.

SMILES	Eya2 inh	hERG WT inh	PKM2 activator	GALK inh	TSHR antagonist	Mito fusion yeast	MBNL1 CUG block	S-ASM inh	USP2a inh	Chronic BCR inh	Menin MLL FP TR
CCCCn1c(N)c(N(CCOC)C(=O)c2ccco2)c(=O)[nH]c1=O	8%	9	·	·	-3	-17%	·	9%	-1%	3%	·
CCN(c1ccccc1)S(=O)(=O)c1cc2c(cc1C)N(C)CCO2	3%	-4	1%	·	-6	-4%	-10%	-2%	1%	-7%	1%
O=C(CCNC(=O)c1ccc(Cl)cc1)Nc1ccc(S(=O)(=O)N2CCOCC2)cc1	-4%	10	·	·	5	-6%	·	-1%	1%	2%	·
CC(NC(=O)C1CCN(S(=O)(=O)N2CCC3(CC2)OCCO3)CC1)c1ccccc1 (configuration not stated)	-7%	·	-4%	-1%	8	-11%	-1%	6%	-10%	-3%	-5%
C[C@@H]1CN(Cc2cn(C)nc2-c2cccc(Cl)c2)C[C@H](C)O1	-3%	4	8%	1%	5	-4%	2%	4%	0%	-2%	-16%
CN(C)CCNC(=O)Cn1nc(C(F)F)cc1C1CC1	-8%	-20	0%	0%	-4	2%	-5%	4%	2%	5%	-9%
CCC(CO)Oc1cc(NCc2ccccc2F)c2ncn(C(C)C)c2c1 (configuration not stated)	-4%	-2	·	·	-14	6%	·	0%	-1%	3%	·
CCc1nc(SCC(=O)N2c3ccccc3CC2C)c2c(C)c(C)sc2n1 (configuration not stated)	-5%	3	-2%	6%	-19	6%	-7%	-16%	0%	?	-9%
COc1ccc(C)cc1NC(=O)CCN1CCN(C/C=C/c2ccccc2)CC1	?	?	9%	3%	-6	-1%	-2%	1%	-1%	-1%	?
Cc1cc(Cl)nc(Cl)c1C(=O)NCCc1ccccc1	11%	0	·	·	3	2%	·	1%	1%	3%	·
CCC(C)(C(=O)NC1CCCC1)N(C(=O)c1cnccn1)c1ccccc1 (configuration not stated)	-24%	-5	0%	2%	5	-1%	2%	1%	-8%	0%	-2%[11.7 µM]
Nc1n[nH]c(CCCO)n1	-2%	-6	0%	·	7	3%	-7%	2%	2%	0%	5%
CC(C)(C)OC(=O)NCCCCCc1nnc(SCc2ccc(F)cc2)o1	3%	-12	-2%	-2%	-10	14%	·	-1%	0%	-4%	·
COC(=O)CN1C(=S)N(Cc2ccccc2)C(=O)C1CC(=O)Nc1ccc(OC)cc1 (configuration not stated)	1%	-4	6%	·	-13	7%	-14%	1%	1%	2%	?
COc1cc(C)ccc1OCCCOc1ccccc1Cl	-5%	0	-5%	-1%	-3	-4%	-15%	-7%	-1%	14%	2%

Grouped by structure: the entries above containing an aryl methoxy group.
SMILES	Eya2 inh	hERG WT inh	PKM2 activator	GALK inh	TSHR antagonist	Mito fusion yeast	MBNL1 CUG block	S-ASM inh	USP2a inh	Chronic BCR inh	Menin MLL FP TR
COc1ccc(C)cc1NC(=O)CCN1CCN(C/C=C/c2ccccc2)CC1	?	?	9%	3%	-6	-1%	-2%	1%	-1%	-1%	?
COC(=O)CN1C(=S)N(Cc2ccccc2)C(=O)C1CC(=O)Nc1ccc(OC)cc1 (configuration not stated)	1%	-4	6%	·	-13	7%	-14%	1%	1%	2%	?
COc1cc(C)ccc1OCCCOc1ccccc1Cl	-5%	0	-5%	-1%	-3	-4%	-15%	-7%	-1%	14%	2%

(further entries)
SMILES	Eya2 inh	hERG WT inh	PKM2 activator	GALK inh	TSHR antagonist	Mito fusion yeast	MBNL1 CUG block	S-ASM inh	USP2a inh	Chronic BCR inh	Menin MLL FP TR
N#C/C(=C(/O)CSc1ccccn1)c1nc2ccccc2s1	16%	-4	3%	-19%	-11	0%	-6%	1%	2%	?	?
Cc1ccc(N(CC(=O)Nc2cccc(C)c2)S(=O)(=O)c2cccc3nonc23)cc1	-5%	-3	3%	1%	11	0%	?	-8%	-3%	1%	?
COC(=O)c1ccc(OC)c(OC2CCCC2)c1	-9%	2	-3%	-2%	3	-3%	-4%	-4%	1%	-12%	·
CC(C)C(=O)c1cn(CC(=O)NCc2ccc3c(c2)OCO3)c2ccccc12	6%	5	-6%	-3%	1	3%	-6%	0%	2%	5%	8%
O=c1[nH]cnc2scc(-c3ccc(Br)cc3)c12	15%	i	-1%	-1%	-5	1%	19%	2%	2%	-5%	-4%
CC1CCN(C(=O)CN2C(=O)COc3ccc(Cl)cc32)CC1	-2%	8	4%	15%	6	0%	-4%	0%	-3%	9%	16%
Cc1cccc(NC(=O)/C=C/c2cccs2)n1	-16%	-2	-28%	-4%	40	-6%	?	1%	3%	?	·
CC(C)c1ccc(CNC(=O)C(=O)NCCCn2ccnc2)cc1	13%	-1	6%	5%	2	-26%	6%	-2%	2%	1%	1%
COC(=O)c1ccc(Cn2cnc3ccccc3c2=O)cc1	7%	7	-2%	-4%	-12	25%	-3%	-3%	1%	?	9%
COc1ccccc1S(=O)(=O)c1ccccc1[N+](=O)[O-]	-18%	3	3%	·	-1	-27%	-3%[11.5 µM]	5%	3%	1%	5%
O=C(NC1CCCCC1)C12CC3CC(C1)CC(n1cncn1)(C3)C2	-10%	-12	1%	3%	-6	0%	1%	0%	-2%	-13%	1%
COc1ccc(OC)c(S(=O)(=O)Nc2ccc3oc(C)c(C(C)=O)c3c2)c1	-24%	-6	·	-4%	0	-1%	-5%	-2%	1%	0%	0%
COc1ccc(C(=O)NNc2ccccc2)cc1	-7%	-8	-1%	1%	18	9%	·	·	2%	-6%	0%
NC(N)=N/N=C/c1ccc(OCc2ccccc2)c(OCc2ccccc2)c1	-3%	14	-5%	15%	18	15%	-6%	?	-7%	12%	-26%
CCCn1c(N)c(Sc2ccc(C)cc2)c(=O)n(CCC)c1=O	-3%	0	10%	0%	2	1%	0%	2%	5%	9%	-10%
CC(C)Cn1c(-c2ccncc2)n[nH]c1=S	5%	-1	-9%	2%	7	1%	-4%	1%	0%	5%	-19%
CNCCCCOc1ccccc1-c1ccccc1	-4%	37	-7%	2%	5	-7%	-8%	0%	0%	?	-14%
Cc1ccccc1NC(=O)COC(=O)c1n[nH]c(=O)c2ccccc12	10%	0	·	·	0	-10%	·	4%	0%	-1%	·
Cc1ccc(/C=N/N2C(=S)SC(C)(C)C2N(O)C(=O)Nc2ccc([N+](=O)[O-])cc2)cc1 (configuration not stated)	6%	-6	0%	1%	-20	3%	?	-23%	0%	?	?
COc1cc(/C=N/N=C(N)N)ccc1OCc1ccccc1Cl	-12%	3	0%	-3%	17	5%	2%	-18%	6%	?	5%
CCOc1ccc(S(=O)(=O)Oc2ccc3ccccc3c2)cc1	-11%	-2	0%	-3%	-10	22%	-12%	-1%	0%	?	27%
Cc1ccc(C)c(NC(=S)/C(=C(\[O-])c2ccc(Cl)s2)[n+]2ccccc2)c1	-3%	-2	19%	-2%	0	-11%	1%	-5%	-1%	-7%	?
O=c1cc(-c2c(O)c3ccccc3n(Cc3ccccc3)c2=O)[nH][nH]1	-4%	·	-9%	0%	-11	3%	1%	0%	1%	?	?
CC1(C)CC(=O)C(C=NC2CCCCC2)=C(O)C1	0%	-13	2%	4%	9	-5%	-5%	3%	0%	-2%	-1%
CCN(CC)c1nc2c(s1)C(=O)NCCC2	-2%	10	-5%	-2%	-6	6%	6%	-1%	2%	?	18%

Entries of single compounds as entered above:
`CNCCCCOc1ccccc1-c1ccccc1` is listed with Eya2 inh = -4%; hERG WT inh = 37; PKM2 activator = -7%; GALK inh = 2%; TSHR antagonist = 5; Mito fusion yeast = -7%; MBNL1 CUG block = -8%; S-ASM inh = 0%; USP2a inh = 0%; Chronic BCR inh = ?; Menin MLL FP TR = -14%
`CC(C)Cn1c(-c2ccncc2)n[nH]c1=S` is listed with Eya2 inh = 5%; hERG WT inh = -1; PKM2 activator = -9%; GALK inh = 2%; TSHR antagonist = 7; Mito fusion yeast = 1%; MBNL1 CUG block = -4%; S-ASM inh = 1%; USP2a inh = 0%; Chronic BCR inh = 5%; Menin MLL FP TR = -19%

This is a subset; count on the stated rates, not on these rows.
